Assay outcomes from PubChem.
MT stabilize HCS: stabilizes microtubules in HeLa cells; AID 2205; % tubulin-high responders, % at 10 µM; 200,000 compounds, 0.83% hits; HeLa tubulin immunostaining HCS, 24 h; share of cells brighter than vehicle mean+2SD;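 active = plate Z-score above 3 for both tubulin-high and condensed-nucleus cell shares, with cell loss under 80%, at 10 µM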;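 note: anti alpha tubulin signal scored within the nucleus-defined area of each cell; some results filed as inactive read as strong as hits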
Insulin prom up: MIN6 insulin promoter up-regulation; MIN6 insulin promoter-GFP reporter, high-content imaging; active compounds read high; z-score at 5 µM; 190,000 compounds, 0.3% hits;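 active = z-score above 3 at 5 µM with at least 500 cells counted in the well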
NOD2 inhibition: NOD2 signaling inhibitors, cell-based, luminescence, uHTS, HEK293 (AID 1566); HEK293 NOD2/NF-kB luciferase reporter, luminescence; higher % means a stronger effect; inhibition, % at 4 µM, or EC50 in µM where a hit was titrated; 290,000 compounds, 0.63% hits; in the data active = inhibition above about 50%; note: many of its hits are not listed in these tables
b-catenin transl: beta-catenin nuclear translocation modulation | HeLa beta-catenin nuclear translocation, immunofluorescence imaging | AID 1665 | nuclear translocation activity, % at 5 µM | 190,000 compounds, 0.3% hits;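 active = nuclear translocation activity above 50% at 5 µM, with a well cell count of 50 or more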;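 note: per-cell ratio of nuclear to cytoplasmic median beta-catenin stain intensity; plate controls were DMSO negative control for no effect and GSK-3 inhibitor IX positive control for full effect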
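Test system: human HeLa cells, native beta-catenin. Compound dosing: 5 µM primary single dose, 0.1% DMSO, 0.02–20 µM confirmation series. Incubation: compound exposure 24 h at 37°C. Detection: beta-catenin immunostaining with DAPI counterstain, 20x imaging, 6 fields/well. Read-out basis: Nuclear/cytoplasmic beta-catenin signal ratio, % activation.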
WT yeast gro inh: growth inhibition of WT yeast, mitochondrial fusion screen; inhibition, % at 10 µM; 190,000 compounds, 2.1% hits; mitochondrial fusion phenotypic screen, WT strain; in the data active = inhibition above about 58%; tested in S. cerevisiae
Yfh1-off respiration: mitochondrial function rescue without frataxin homolog – Friedreich's ataxia, plus single-dose screen, dose response (AID 1465) | S. cerevisiae Yfh1-off respiration, WST-1 reduction, 72 h; higher fold induction means a stronger effect | fold induction at 50 µM; hits with a dose series show EC50 in µM | 220,000 compounds, 0.074% hits;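 active = fold induction of absorbance versus untreated yeast above a set limit, then at least 30% activation at any dose in follow-up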;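 note: activators that raise dye reduction in frataxin-depleted yeast; strong numbers were not always called active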
Lipid droplet: modulators of hepatic lipid droplet formation; AML12 mouse hepatocytes, oleate lipid droplets, BODIPY imaging; inhibition, % at 6.5 µM; 240,000 compounds, 0.4% hits;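 active = lipid droplet intensity inhibited by at least 50%, with more than 500 cells counted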
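Material – mouse AML12 hepatocyte cell line, fixed after treatment · Compound dosing – one dose, 6.5 µM compound · Times – compound with oleate, overnight · Measured by – Image-based BODIPY and DAPI two-channel analysis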
Autophagy HCS: alters autophagy in cells | calls only at 10 µM (by protocol) | 190,000 compounds, 0.98% hits | AID 463193 | MEF GFP-LC3 puncta imaging; test concentration mostly 10 µM;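 active = percentage of spot-positive cells more than 3 SD above its plate mean, without a fluorescence outlier flag or 80% toxicity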;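 note: spot-positive cell cutoff set from DMSO-treated cells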
Dynein transport: dynein cargo transport inhibition; 3617.4 mouse cells, GR-EGFP nuclear translocation imaging; test concentration mostly 20 µM; stimulated with dexamethasone, 1 µM; active compounds read low; z-score, hits read low; 220,000 compounds, 0.47% hits;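 active = plate z-score of nuclear minus cytoplasmic receptor signal below a set negative limit, without overly bright fluorescence or cell loss, cut at about -3.5 in these data, passing the limit was not always enough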;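 note: z-score of nuclear minus cytoplasmic ring GR-EGFP intensity difference per well; some compounds called inactive have numbers as strong as hits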
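Buffer or medium: tet-free, stripped-serum medium; reagent: dexamethasone at 1.0 µM final, 30 min; incubation: 48 h induction, 1 h compound, 30 min dex at 37 °C; measured by: formaldehyde fixation, Hoechst nuclear stain, 10x automated fluorescence imaging; read-out: nuclear-to-cytoplasmic GR-EGFP distribution per well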
WT yeast gro inh mutant strain: second read-out of WT yeast gro inh, no call of its own (marks repeat the call); inhibition, %; mitochondrial fusion phenotypic screen, mutant strain inhibition
Dynein transport cytoplasmic EGFP: further read-out of Dynein transport, marked with its call; z-score; measured here: cytoplasmic GR-EGFP intensity; active compounds read high
Dynein transport nuclear GR-EGFP: second read-out of Dynein transport, no call of its own (marks repeat the call); z-score; measured here: nuclear GR-EGFP intensity;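 lower value marks the stronger effect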
Dynein transport cell count: further read-out of Dynein transport, marked with its call; z-score; measured here: cell count per field
Insulin prom up cell count: further read-out of Insulin prom up, marked with its call; cell count; measured here: cytotoxicity, nuclei count;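 total cells summed across four imaged fields per well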
Lipid droplet cells 6.5 µM: further read-out of Lipid droplet, marked with its call; cell count; measured here: cell count, cytotoxicity flag;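 cells counted across two imaged fields per well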
b-catenin transl cell count 5 µM: also measured in b-catenin transl; calls as there; cell count; measured here: cell count, cytotoxicity flag
MT stabilize HCS Hoechst-high %: further read-out of MT stabilize HCS, marked with its call; % Hoechst-high responders; measured here: nuclear condensation Hoechst responders;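 share of cells brighter than vehicle mean plus two SD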
MT stabilize HCS cytotoxicity %: recorded beside MT stabilize HCS, whose call it bears; toxicity, %; measured here: cytotoxicity by cell density;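 0% = mean cell density of plate MIN control wells and 100% = no cells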
Autophagy HCS cell loss 18 h: second read-out of Autophagy HCS, no call of its own (marks repeat the call); toxicity, %; measured here: cell loss, nuclei count;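 cell loss after 18 h compound exposure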
* hit, by the source's call; i = inactive; / = not tested or not shown. The list is partial, so the mix of outcomes need not match the whole.

SMILES | MT stabilize HCS | MT stabilize HCS Hoechst-high % | MT stabilize HCS cytotoxicity % | Insulin prom up | Insulin prom up cell count | NOD2 inhibition | b-catenin transl | b-catenin transl cell count 5 µM | WT yeast gro inh | WT yeast gro inh mutant strain | Yfh1-off respiration | Lipid droplet | Lipid droplet cells 6.5 µM | Autophagy HCS | Autophagy HCS cell loss 18 h | Dynein transport | Dynein transport cytoplasmic EGFP | Dynein transport nuclear GR-EGFP | Dynein transport cell count
CCOC(=O)C1CCCN(S(=O)(=O)c2ccc(C)cc2)C1 (stereo not drawn) | 1.6 | 2.6 | 7.0 | 0.83 | 1110 | 15% | -0.2 | 1124 | 11 | 1 | i | -14 | 737 | i | 6 | 0.33 | -0.18 | 0.93 | -1.7
CCOC(=O)c1nn(-c2cccc(OC)c2)c2nc(CC)c(C#N)c(=O)n12 | 4.2 | 3.3 | 10 | -0.25 | 1283 | -27% | -1.0 | 535 | -10 | -21 | i | 13 | 722 | i | 0 | 0.14 | -0.24 | 0.21 | -1
Cc1ccc(N(CC(=O)NCc2ccc(F)cc2)C(=O)c2csnn2)c(C)c1 | 1.7 | 1.1 | 4.0 | 0.4 | 1524 | 11% | 1.7 | 1020 | 19 | -5 | i | -5 | 737 | i | 14 | -0.55 | -0.25 | -0.12 | 1.1
Cc1ccc(CSCC(=O)NN=C2CCN(C)CC2)cc1 | 4.0 | 1.9 | 2.3 | 0.16 | 1410 | -5% | 0.3 | 919 | 10 | 10 | i | -12 | 628 | i | 13 | -0.19 | -0.24 | -0.05 | 0.83
COc1ccc(-n2c(=O)c3c4c(sc3n3cnnc23)CC(C)CC4)cc1 (stereo not drawn) | 2.4 | 2.3 | 4.0 | / | / | / | / | / | 20 | -9 | i | / | / | i | -7 | 0.87 | -0.25 | 0.55 | 0.14
CC(=O)N1N=C2c3ccccc3CCC2C1c1cccs1 (stereo not drawn) | / | / | / | -0.23 | 1081 | -2% | 1.7 | 1313 | / | / | i | -12 | 649 | / | / | -0.24 | -0.28 | -0.19 | -0.068
COc1ccc(C(=O)/C(=C\c2sccc2C)c2nc3ccccc3o2)cc1 | 4.9 | 2.4 | 1.0 | 0.79 | 1305 | 7% | -1.3 | 563 | 22 | 18 | i | 0 | 713 | i | 28 | 0.57 | 0.4 | 1.5 | -1.9
COc1ccc(CCNC(=O)c2n[nH]c3ccccc23)cc1 | 1.7 | 1.2 | 6.5 | -0.52 | 1622 | -12% | -2.2 | 1054 | 2 | 0 | i | 1 | 616 | i | -11 | 0.13 | 0.51 | 0.17 | -0.44
O=C(NC1CCCCC1)C(c1ccc2ncccc2c1)N(Cc1ccco1)C(=O)c1ccc2c(c1)OCCO2 (stereo not drawn) | 5.9 | 3.4 | 0.0 | / | / | 5% | / | / | 12 | -7 | i | / | / | i | -31 | -0.38 | -0.15 | -0.73 | 0.45
O=C(c1ccccc1)N1CCC(c2nc3c(nnn3Cc3ccccc3Cl)c(=O)[nH]2)CC1 | 2.4 | 1.6 | 8.0 | / | / | 11% | / | / | -8 | -10 | i | 2 | 812 | i | 0 | -1.1 | -0.15 | -0.29 | 0.22
CCOC(=O)c1cnc2c(C)cccc2c1NCCc1ccc(OC)c(OC)c1 | 1.7 | 0.7 | 5.5 | -0.51 | 1754 | 0% | -2.3 | 1049 | 27 | 11 | i | -24 | 675 | i | 9 | -0.0041 | 0.11 | -0.065 | -1.8
COCCCN1CN(S(=O)(=O)c2cccs2)c2nc3ccccc3nc21 | / | / | / | 0.31 | 1347 | 19% | 1.1 | 1246 | / | / | i | -3 | 746 | / | / | -0.42 | -0.23 | -0.18 | 0.78
O=C(C(Cc1ccccc1)n1cccc1)N1CCc2ccccc21 (stereo not drawn) | 5.1 | 1.8 | 3.1 | -0.58 | 1696 | 9% | -2.6 | 1106 | 18 | 3 | i | -10 | 492 | i | -8 | -1.6 | -0.1 | -0.36 | 0.33
CCC1=Nc2cc(C(=O)NCc3ccco3)ccc2Sc2ccccc21 | 24* | 55* | 64* | 0.21 | 782 | 8% | 55* | 238* | 19 | -16 | i | -11 | 604 | i | 18 | -0.34 | -0.27 | -0.42 | 0.1
Cc1cccc(C(=O)NC2CCN(C(=S)NCc3ccco3)CC2)c1 | 1.8 | 1.6 | 9.1 | / | / | 18% | / | / | 26 | 24 | i | / | / | i | -2 | -0.7 | -0.24 | -0.85 | 1.1

Just MT stabilize HCS Hoechst-high % and Autophagy HCS cell loss 18 h (2 entries from above):
smiles	MT stabilize HCS Hoechst-high %	Autophagy HCS cell loss 18 h
Cc1ccc(CSCC(=O)NN=C2CCN(C)CC2)cc1	1.9	13
COc1ccc(-n2c(=O)c3c4c(sc3n3cnnc23)CC(C)CC4)cc1 (stereo not drawn)	2.3	-7

(more compounds)
SMILES | MT stabilize HCS | MT stabilize HCS Hoechst-high % | MT stabilize HCS cytotoxicity % | Insulin prom up | Insulin prom up cell count | NOD2 inhibition | b-catenin transl | b-catenin transl cell count 5 µM | WT yeast gro inh | WT yeast gro inh mutant strain | Yfh1-off respiration | Lipid droplet | Lipid droplet cells 6.5 µM | Autophagy HCS | Autophagy HCS cell loss 18 h | Dynein transport | Dynein transport cytoplasmic EGFP | Dynein transport nuclear GR-EGFP | Dynein transport cell count
C/C(CC(=O)Nc1cccnc1)=N/NC(=O)COc1ccc(Cl)cc1Br | / | / | / | 0.3 | 1059 | -13% | 0.3 | 1322 | / | / | i | 2 | 682 | / | / | -0.98 | -0.3 | -0.58 | 1.2
Cc1onc(-c2ccccc2)c1C(=O)Nc1nnc(-c2ccncc2)s1 | 3.6 | 2.7 | 4.6 | 1.2 | 1224 | 19% | 0.7 | 967 | 1 | -8 | i | -2 | 789 | i | -5 | 0.45 | -0.2 | 0.15 | 0.16
O=C(c1cc(-c2ccc3c(c2)OCO3)on1)N1CCN(c2ccc(F)cc2)CC1 | 2.9 | 2.0 | 11 | -0.35 | 1364 | 17% | -0.6 | 807 | 3 | -2 | i | / | / | i | 7 | -1.5 | -0.2 | -0.63 | 1.2
CN(c1ccc(C(=O)N2CCc3ccccc3C2)cc1)S(C)(=O)=O | 2.3 | 2.9 | 6.5 | -0.67 | 1039 | 8% | -5.1 | 1213 | 20 | 0 | i | -14 | 720 | i | -2 | 0.63 | -0.28 | 0.3 | 0.57
Cc1ccc(C(=O)COC(=O)CCC(=O)Nc2cc(Cl)ccc2Cl)cc1[N+](=O)[O-] | 3.4 | 1.4 | 7.4 | -0.07 | 1492 | 4% | -1.2 | 1421 | -6 | 1 | i | / | / | i | 19 | 0.061 | -0.14 | 0.59 | 0.064
CC(=O)Nc1nc(COc2ccc3ccccc3c2)cs1 | 3.5 | 2.2 | 3.0 | 0.39 | 820 | -41% | / | / | -4 | 14 | i | / | / | i | 10 | 0.08 | -0.21 | 0.044 | 0.53
C=CCN(CC=C)C(=O)c1c(OC)cccc1OC | 4.3 | 1.9 | 14 | 1.2 | 1306 | 7% | -2.5 | 593 | -7 | -15 | i | -17 | 738 | i | 1 | -0.8 | -0.17 | 0.12 | 0.34
O=C(c1cn(-c2ccccc2)nc1-c1cccc([N+](=O)[O-])c1)N1CCCCC1 | 1.3 | 1.5 | 7.7 | / | / | 20% | 0.5 | 1537 | 8 | -12 | i | 5 | 733 | i | -3 | -0.093 | -0.17 | -0.27 | 1.1
O=C(NCCCn1ccnc1)C(=O)NCc1ccccc1 | 2.2 | 1.4 | 3.4 | / | / | 10% | 3.6 | 568 | -9 | 14 | i | -6 | 742 | i | -4 | 0.37 | -0.14 | 0.58 | 1.6
O=C1CC(c2cccc(Cl)c2)c2cc3c(cc2N1)CCC3 (stereo not drawn) | 32* | 45* | 43* | -1.1 | 1095 | -17% | 0.1 | 1332 | 8 | 0 | i | / | / | i | 32 | -0.54 | -0.2 | 0.23 | 0.052
CCOC(=O)c1c(NC(=O)/C=C/c2ccc3c(c2)OCO3)sc(C)c1CC | 2.9 | 1.7 | 7.7 | -0.2 | 1456 | 15% | -1.4 | 1375 | 5 | -1 | i | / | / | i | -11 | 0.33 | 0.41 | 1 | -0.048
Cc1cc(C)nc(N(C#N)Cc2ccc([N+](=O)[O-])cc2)n1 | 2.4 | 1.7 | 1.8 | / | / | -2% | 0.9 | 1486 | -13 | -24 | i | 2 | 668 | i | 21 | 0.13 | -0.16 | -0.049 | 0.1
O=C(NN1C(=O)c2ccc3c4c(ccc(c24)C1=O)CC3)c1ccc(Br)cc1 | 1.4 | 1.6 | 2.3 | / | / | 16% | / | / | 32 | -2 | i | / | / | i | -5 | -0.05 | -0.22 | -0.32 | 0.3
CC(=O)N1c2ccc(S(=O)(=O)CCC(=O)O)cc2CC1C (stereo not drawn) | 5.2 | 2.5 | 10 | / | / | 10% | / | / | 14 | 1 | i | / | / | i | 17 | -0.069 | -0.32 | 0.18 | -0.035
O=C(COc1ccccc1)Nc1ccc(NC(=O)c2ccco2)cc1 | 2.8 | 2.0 | 7.0 | -0.23 | 1243 | -11% | -1.1 | 1079 | 10 | 2 | i | 2 | 670 | i | 23 | 1.9 | 0.055 | 1.8 | -2.7
Nn1c(SCC(=O)Nc2ccc3c(c2)OCO3)nnc1-c1ccncc1 | 1.2 | 2.4 | 13 | -0.73 | 1248 | 11% | 1.2 | 1216 | 88* | 21* | / | 1 | 841 | i | 5 | 1 | -0.17 | 0.82 | -0.11
